Rat MKP-3 inhibitors: MKP-3 phosphatase inhibitors, primary screen, biochemical, rat enzyme, in vitro (AID 425); recombinant MKP-3 phosphatase activity, fluorescence; higher % means a stronger effect; one-dose inhibition, % at 20 µM; IC50 in µM for titrated hits; 110,000 tested, 0.17% active; in the data active = inhibition above about 50%;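 note: plate controls were vehicle for no effect and reference inhibitor for full effect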
Hsp70 inhibitors: small molecules displacing fluorescent ligand from Hsp70 – biochemical, fluorescence polarization, primary screen (AID 583); Hsp70 fluorescence polarization probe displacement, mP; higher % means a stronger effect; 140,000 tested, 0.06% active; displacement, % at 20 µM; hits with a dose series show IC50 in µM; in the data active = displacement above about 50%;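 note: plate controls were vehicle for no effect and reference ligand for full effect; a part of the inactive calls stands beside numbers as strong as those of hits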
* hit, by the source's call; nt = not tested or not shown; & = joins results of further samples. These rows are one share of the data; rates above refer to the full screens.

SMILES	Rat MKP-3 inhibitors	Hsp70 inhibitors
COc1ccc(-c2nn(CC(=O)N3CCCCC3)c(=O)c3ccccc23)cc1	nt	-0.9%
COc1cccc(/C=C2/C=C(c3ccc(Br)cc3)OC2=O)c1OC(C)=O	-2.6%	-4.7%
CCOC(=O)C1=NN(c2ccccc2C)C2=NC(C)=C(C(=O)OC)C(c3cccs3)N12 (stereo not drawn)	nt	3.3%
Oc1ccc(Nc2nc(-c3cccs3)cs2)cc1	-0.6%	-4.0%
CCn1c(=O)cc(SCC(=O)N2CCC(C)CC2)c2ccccc21	6.3%	1.5%
Cc1ccccc1C(=O)NCCc1nnc(SCC(=O)Nc2nc(-c3ccccc3)cs2)n1C	nt	-4.8%
CCC(C)NC(=O)c1cc(Cl)ccc1OC (stereo not drawn)	nt	-2.0%
COc1ccc(C(=O)Nc2ccc(-c3nc4ccccc4s3)cc2)cc1Br	3.1%	-0.6%
O=C(NCCOCc1ccccc1)c1ccc(Cl)cc1Cl	2.0%	1.8%
CCC(C)(C)NC(=O)C(c1ccc(F)cc1)N(Cc1ccco1)C(=O)CCC(=O)Nc1ccccn1 (stereo not drawn)	-0.7%	1.2%
Cc1c(NC(=O)C2CCCCN2S(=O)(=O)c2ccc(Cl)cc2)c(=O)n(-c2ccccc2)n1C (stereo not drawn)	-2.3%	nt
O=C(Nc1cccc2nsnc12)c1ccc2c(c1)OCO2	nt	-0.2%
O=C(Nc1cccnc1)c1c(O)c2cccc3c2n(c1=O)CC3	-3.8%	-67.6%
Cn1c[n+](C)cc1/C=N/O	-6.6%	2.3%
O=[N+]([O-])c1ccc(C2Nc3c(cccc3[N+](=O)[O-])C3C=CCC32)cc1 (stereo not drawn)	5.4%	2.8%
O=C(c1cc2c(=O)n3ccccc3nc2s1)N1CCOCC1	0.1%	-3.2%
Cc1ccc(NC(=O)CSc2nc3ccccc3c3nc(CCc4c(C)n[nH]c4C)nn23)cc1F	nt	3.5%
COc1ccc(OC)c(C=NNC(=O)Cn2nnc3ccccc32)c1	3.8%	-1.6%
CC(=O)C12c3ccccc3C(c3ccccc31)C1C(=O)N(c3cc(C(F)(F)F)ccc3Cl)C(=O)C12 (stereo not drawn)	2.0%	-1.0%
COc1cc(OC)cc(C(=O)NC2CCN(CC(=O)Nc3cccc4ccccc34)CC2)c1	nt	-0.5%
Cc1cccc(OCC(O)Cn2c(-n3nc(C)cc3C)nc3c2c(=O)[nH]c(=O)n3C)c1 (stereo not drawn)	-0.6%	-0.4%
c1ccc(CC2=NNC(c3ccccc3)S2)cc1 (stereo not drawn)	0.2%	0.2%
CCN(CCNS(=O)(=O)c1ccc2[nH]c(=O)sc2c1)c1ccccc1	-2.7%	1.0%
CC(C)C(NC(=O)c1c(Cl)cccc1Cl)C(C)C	0.6%	-5.4%
CCN(/C=N/c1sc2c(c1C#N)CC(C)(C)NC2(C)C)CC	nt	2.3%

(further entries)
SMILES	Rat MKP-3 inhibitors	Hsp70 inhibitors
Cc1ccccc1OCC(=O)NCCN1CCCC1	-8.6%	0.5%
Cc1ccc(S(=O)(=O)CCc2nnc(N)s2)cc1	nt	0.9%
CC(=O)NCc1cn2c(C)csc2n1	-6.5%	0.1%
COc1ccc(CNCC(=O)Nc2cc(C)nn2-c2nc(C)cc(C)n2)cc1OC	-2.6%	4.6%
O=C(c1cc(-c2cccs2)on1)N1CCN(c2ccc(F)cc2)CC1	4.0%	-0.3%
N=c1c(-c2nc3ccccc3[nH]2)cc(C(=O)c2cccs2)nn1-c1ccccc1	nt	-1.5%
COc1ccc(N2CCC(CNC(=O)Nc3ccc(OC)cc3OC)C2)cc1 (stereo not drawn)	5.1%	-6.1%
COc1ccc(-c2nnc(SCc3ccccc3F)o2)cc1OC	-5.7%	-2.4%
CC(C)NS(=O)(=O)c1ccc(OCC(=O)NCC2CCCO2)c(Cl)c1 (stereo not drawn)	nt	2.0%
S=C(N=Nc1ccccc1)NNc1ccccc1	-5.0%	-0.6%
CCN(CC)CCC(=O)Nc1ccc2c(c1)N(C(=O)CN(CC)CC)c1ccccc1CC2	nt	10.0%
Fc1ccccc1N1CCN(Cc2nc(-c3ccccc3)no2)CC1	-3.3%	4.3%
O=c1cc(O)nc(SCc2ccccc2Cl)[nH]1	-8.6%	-0.3%
COC(=O)C1=C(C)N(C)C(C)=C(C(=O)OC)C1c1ccncc1	-8.7%&1.6%	-0.3%&-4.5%
Cc1c(Br)c([N+](=O)[O-])nn1CC(=O)N1CCN(C)CC1	0.0%	-0.2%
Cc1ccc2nc(-c3cccc(S(=O)(=O)N(C)C)c3)cn2c1	-3.8%	0.7%
CCCC(=O)Nc1ccc(C(=O)NCC2CCCO2)cc1 (stereo not drawn)	nt	1.6%
O=C1CCCC2=C1C(c1ccc3c(c1)OCO3)Nc1ccc3ccccc3c12 (stereo not drawn)	-5.1%	2.3%
CC(=O)c1ccc(NC(=S)Nc2ccccc2)cc1	0.1%	-0.6%
CC(C)(O)C#Cc1ccc(C2C3=C(CC(C)(C)CC3=O)OC3=C2C(=O)CC(C)(C)C3)cc1	1.0%	-4.6%
CCCc1nc(NC(C)=O)c(C#N)c(-c2ccco2)c1CC	-15.3%	nt
N#Cc1c(-c2ccccc2)nc(N2CCOCC2)[nH]c1=O	nt	7.7%
O=C(c1cccs1)n1cc(C(=S)N2CCOCC2)c2ccccc21	-5.6%	nt
COc1cc(/C=C(\C#N)c2[nH]nc(N)c2C#N)cc(OC)c1O	nt	-3.3%
CCCN1C(=O)/C(=C\c2nc3ccccc3c(=O)n2C)c2cc(Br)ccc21	1.3%	-3.4%

One compound at a time (already shown).
Entry for Cc1ccc(S(=O)(=O)CCc2nnc(N)s2)cc1 : Rat MKP-3 inhibitors = nt; Hsp70 inhibitors = 0.9%
Entry for CC(=O)NCc1cn2c(C)csc2n1 : Rat MKP-3 inhibitors = -6.5%; Hsp70 inhibitors = 0.1%
Entry for O=C(c1cc(-c2cccs2)on1)N1CCN(c2ccc(F)cc2)CC1 : Rat MKP-3 inhibitors = 4.0%; Hsp70 inhibitors = -0.3%

The listing continues:
SMILES	Rat MKP-3 inhibitors	Hsp70 inhibitors
NC(N)=NC(=O)c1nc(Cl)c(N)nc1N	3.8%	-1.4%
CC(C)(C)NC(=O)c1cc(NC(=O)c2cccs2)cc(NC(=O)c2cccs2)c1	3.0%	-5.0%
CC(C)(C)OC(=O)N[C@@H](Cc1ccccc1)c1nnc(S(=O)(=O)Cc2cccc(F)c2)o1	-3.3%	1.0%
CC(C)CNc1nc(Oc2ccc(=O)n(-c3ccccc3)n2)nc(N2CCOCC2)n1	5.0%	1.9%
COc1ccc(OCc2nnc(SCC(=O)NCc3ccco3)o2)cc1	-16.9%	2.3%
Cc1ccc(-c2nc(CS(=O)CC(=O)NCCC(C)C)c(C)o2)cc1 (stereo not drawn)	-10.1%	-0.7%
CS(=O)(=O)N(CC(=O)NC1CC1)c1ccc(Cl)cc1	1.4%	-1.7%
CC(C)Oc1ccc(NC(=O)Oc2ccccc2)cc1	-7.2%	-0.3%
COc1cccc(NC(=O)N2CCCC(C(=O)Nc3ccccc3OC)C2)c1 (stereo not drawn)	-1.9%	0.2%
O=C(OCC1COc2ccccc2O1)c1ccccc1F (stereo not drawn)	-12.6%	-2.6%
CCn1c(SCC(=O)Nc2ccc(C)cc2)nnc1-c1ccc(O)cc1	nt	2.0%
Cc1cccc(C)c1NC(=O)c1cc(S(=O)(=O)N2CCOCC2)ccc1F	-5.4%	-1.1%
COC(=O)c1ccc(NC(=O)CCn2c(=O)oc3ccccc32)cc1	-5.9%	4.5%
Cc1c(C#N)c2ncnc(-c3ccccc3)c2n1-c1ccccc1	-3.9%&-2.2%	-1.3%&1.2%
COc1ccc(OCCN2CCN(C3CC(=O)N(CCC(C)C)C3=O)CC2)cc1 (stereo not drawn)	2.7%	1.2%
COc1cccc(C(=O)/C=C/c2ccc(Cl)cc2)c1	10.0%	-3.0%
CC1(C)CC(NC(=O)CN2CCN(CC(=O)NC3CC(C)(C)NC(C)(C)C3)CC2)CC(C)(C)N1	0.9%	2.0%
CCCCN(CC)C(=O)Cc1cn(C)c2ccccc12	nt	-2.4%
COC(C(=O)Nc1ccc(F)cc1)c1ccccc1 (stereo not drawn)	nt	0.9%
CCOC(=O)C(NC(=O)c1ccc(F)cc1)(Nc1nnc(C)s1)C(F)(F)F (stereo not drawn)	-6.3%	1.9%
Cc1ccc(C(C)C)c(OCC(=O)Nc2ccc(N3CCN(S(C)(=O)=O)CC3)cc2)c1	-2.9%	-0.6%
COC(=O)C1=C(N)Oc2cc(C)n(CCCn3ccnc3)c(=O)c2C1c1cccc(Cl)c1 (stereo not drawn)	-4.3%	0.4%
CC(=O)NC(NC(=S)Nc1ccc(C(C)=O)cc1)C(Cl)(Cl)Cl (stereo not drawn)	1.1%	-4.5%
CSc1nnc2n(-c3ccccc3)c(=O)c3c4c(sc3n12)CC(C(C)(C)C)CC4 (stereo not drawn)	3.4%	-0.4%
O=C(Nc1ccc(OC(F)(F)F)cc1)c1nn2c(c1Br)NC(c1cccs1)CC2C(F)(F)F (stereo not drawn)	-0.7%	-2.3%

Of the compounds above, these contain a nitro group on carbon:
SMILES	Rat MKP-3 inhibitors	Hsp70 inhibitors
O=[N+]([O-])c1ccc(C2Nc3c(cccc3[N+](=O)[O-])C3C=CCC32)cc1 (stereo not drawn)	5.4%	2.8%
Cc1c(Br)c([N+](=O)[O-])nn1CC(=O)N1CCN(C)CC1	0.0%	-0.2%

Molecules above that contain a furan ring, fused or not:
SMILES	Rat MKP-3 inhibitors	Hsp70 inhibitors
CCC(C)(C)NC(=O)C(c1ccc(F)cc1)N(Cc1ccco1)C(=O)CCC(=O)Nc1ccccn1 (stereo not drawn)	-0.7%	1.2%
CCCc1nc(NC(C)=O)c(C#N)c(-c2ccco2)c1CC	-15.3%	nt
COc1ccc(OCc2nnc(SCC(=O)NCc3ccco3)o2)cc1	-16.9%	2.3%

(cont.)
SMILES	Rat MKP-3 inhibitors	Hsp70 inhibitors
CCOC(=O)C1CCN(C(=S)Nc2ccc(OCC)cc2)CC1	0.5%	2.8%
NC(=O)CSc1nnc(-c2ccncc2)n1CCc1ccccc1	0.0%	-3.2%
Oc1ccc(-c2onc3ccc(Cl)cc23)cc1	nt	1.6%
CCCOc1cccc(C(=O)Nc2scc(-c3ccc(F)cc3)c2C(=O)OC)c1	4.2%	0.5%
CC(=O)c1c(C)[nH]c(C(=O)OCC(=O)Nc2ncc(Cl)c(C)c2Cl)c1C	9.3%	6.5%
Cc1ccc(Cn2nnc3c(=O)n(CC(=O)N4CCN(c5ccccc5)CC4)cnc32)cc1	nt	-1.0%
CC1CC(Nc2ccccc2)c2ccccc2N1C(=O)c1cccc2ccccc12 (stereo not drawn)	1.9%	-0.8%
CCn1c2ccccc2c2nnc(SCc3ccc(C(=O)OC)o3)nc21	-7.9%	2.3%
CN=C1SC(CC(=O)Nc2ccc(N3CCOCC3)cc2)C(=O)N1C (stereo not drawn)	-6.9%	7.3%
COc1cc(NC(=O)c2ccc(COCC(F)(F)F)o2)cc(OC)c1OC	-2.0%	-2.1%
CC(NC(=O)c1cn(C)c2ccc(S(=O)(=O)N3CCCC3)cc2c1=O)c1ccc2c(c1)OCCO2 (stereo not drawn)	2.7%	4.6%
COc1ccc(N(CC(O)Cn2nnc3ccccc32)S(=O)(=O)c2ccc(C)cc2)cc1 (stereo not drawn)	-16.3%	-5.2%
COc1cccc(CC(NC(C)=O)C(=O)NC2CCN(c3nnnn3-c3ccccc3)CC2)c1 (stereo not drawn)	nt	-2.9%
Cc1cc2nsnc2c(S(=O)(=O)NCC(=O)O)c1C	2.4%	-2.1%
COc1ccc2nc(SCC(=O)N3CCN(c4ccccc4F)CC3)c(C#N)cc2c1	nt	-0.2%
c1ccc(OCCCCN2CCCC2)cc1	2.1%	-4.3%
Cc1c(C(=O)N2CCN(C)CC2)oc2ccc(S(=O)(=O)N3CCOCC3)cc12	-5.5%	0.4%
COC(=O)c1c(C)[nH]c(C(=O)OCc2ccc(F)cc2)c1C	-2.5%	-0.5%
O=C(NCCCN1CCCC1=O)c1cccc(N2CCCC2=O)c1	1.4%	nt
Cc1nnc(NC2=NCCC2)o1	-8.7%	3.0%
NC(N)=NS(=O)(=O)c1ccc(NC(=S)Nc2ccccc2)cc1	2.4%	3.7%
COc1ncnc2c1cnn2-c1ccccc1	nt	-0.1%
CCCc1nnc(SCC(=O)Nc2ccc(OCC)cc2)n1N	-4.2%	1.8%
CCOC(=O)C1CCN(CC(=O)Nc2c(C(=O)OC)[nH]c3ccc(Cl)cc23)CC1	-6.0%	-4.0%
O=C1C(Cl)=CC(=NSc2nc3ccccc3s2)C=C1Cl	19.0%	12.2%

New compounds follow
SMILES	Rat MKP-3 inhibitors	Hsp70 inhibitors
COc1ccc(/C=C2/C(=O)NN(c3ccccc3)C2=O)c(OC)c1	0.1%	0.8%
Fc1c(F)c(C(F)(F)F)c(F)c(F)c1N/N=C\c1cccs1	nt	4.0%
O=[N+]([O-])c1ccc(N2CCN(CCO)CC2)cc1NCCc1ccccc1	3.9%	-0.3%
COc1ccc2ccccc2c1CN1CCCC(CO)C1 (stereo not drawn)	-8.7%	0.0%
Brc1c(CSc2nncn2-c2ccccc2)nc2ncccn12	-13.0%	-1.5%
COc1ccc(C(CC(=O)c2ccc(Br)cc2)Nc2ccc([N+](=O)[O-])cc2)cc1 (stereo not drawn)	3.1%	2.4%
CCN(CC)CCOC(=O)c1cccc(Cl)c1	-2.9%	0.1%
O=C(COC(=O)c1ccc(Br)c(S(=O)(=O)N2CCOCC2)c1)NCC1CCCO1 (stereo not drawn)	4.3%	1.6%
O=C(c1c(F)c(F)c(F)c(F)c1F)N(Cc1ccccc1)Cc1ccccc1	nt	4.8%
CCOc1cc(C2NC(=S)NC(C)=C2C(=O)Nc2ccccc2C)ccc1O (stereo not drawn)	3.4%	0.2%
Cc1cc(N)c(-n2cc3c(=O)n(C)c(=O)n(C)c3c2)cc1C	-8.3%	7.9%
C#C[C@]1(O)CC[C@H]2[C@@H]3CCc4cc(OC)ccc4[C@H]3CC[C@@]21C	nt	-3.5%
